Screens from PubChem.
PKA-R2B activ – PKA-R2B complex activation; P22694+P31323; PKA-R2B holoenzyme dissociation, Cy5-IP20 fluorescence polarization; R2B truncated from residue 108, S112A mutant; 0% DMSO only, 100% 113 µM cGMP; activation, % at 11.4 µM; hit rate 0.079% among 340,000;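 active means activation above a cutoff set at the mean over all compounds plus 3 SD, cut at about 18% in these data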;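 further: higher means more holoenzyme dissociation and a rise in polarization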
Target sequence (P31323 whole entry, looked up, other chains not shown, the tested form may be a part): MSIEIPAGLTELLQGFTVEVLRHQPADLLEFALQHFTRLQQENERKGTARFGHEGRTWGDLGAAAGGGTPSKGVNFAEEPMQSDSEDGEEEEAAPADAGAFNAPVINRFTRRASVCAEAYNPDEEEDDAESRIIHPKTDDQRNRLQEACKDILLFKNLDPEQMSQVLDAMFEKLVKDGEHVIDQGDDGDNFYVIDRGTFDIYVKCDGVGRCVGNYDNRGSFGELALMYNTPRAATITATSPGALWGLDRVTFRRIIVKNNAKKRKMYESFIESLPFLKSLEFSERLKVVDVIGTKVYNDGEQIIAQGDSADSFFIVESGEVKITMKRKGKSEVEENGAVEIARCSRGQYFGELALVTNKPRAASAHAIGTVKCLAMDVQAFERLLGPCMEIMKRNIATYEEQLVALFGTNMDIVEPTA
SR-BI uptake up – SR-BI HDL lipid transfer activation; CHO ldlA[mSR-BI] cells, DiI-HDL uptake fluorescence, 3 h; 100 = double the neutral-control signal; activation, % at 12.5 µM; hit rate 0.096% among 320,000; AID 504775;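 active means mean replicate activation of at least 60% and every replicate at or above 60%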;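 further: 0% = median plate neutral-control signal and 100% = twice that signal; values of inactives mirror those of a sister screen read the other way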
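Assay system: LDL receptor-deficient CHO ldlA cells overexpressing murine SR-BI / Medium: BSA-supplemented, HEPES-buffered Ham's F12, pH 7.4 / Probe or stimulus: DiI-labelled HDL at 10 µg/mL final / Timing: compound with DiI-HDL co-incubation, 3 h at 37 °C / Technique: bottom-read cell fluorescence after medium removal, ex 550/em 595 nm / Measure: HDL uptake via cellular fluorescence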
Cardiac RTF inh – cardiac RTF calcium desensitization; AID 493244; hit rate 0.12% among 340,000; P19429+P45379; IANBD-labeled cardiac RTF, Ca2+ fluorescence; inhibition, % at 7.15 µM;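 active means inhibition above the mean inhibition of all tested compounds plus 3 SD, cut at about 17% in these data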;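 further: assay run at fixed EC70 calcium of 1.6 mM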
CAL PDZ FP-1 – human CAL PDZ-peptide interaction inhibition | Q9HD26 | purified CAL PDZ, TMR-peptide fluorescence polarization, 1 h | inhibition, % at 20 µM | hit rate 0.02% among 330,000 | AID 504414;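 active means highest replicate inhibition of at least 40%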;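 further: plate controls were DMSO neutral control wells for no effect and unlabeled competitor peptide control wells for full effect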
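Material – purified CerCALP PDZ construct · Detection – FP readout, S and P plane fluorescence · Measure – percent inhibition from loss of millipolarization · Controls – unlabelled peptide for full inhibition, DMSO wells as neutral · Probe or stimulus – TMR-labelled reporter peptide T*-PRC34 bound in PDZ groove · Times – 1 h at RT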
Keap1-Nrf2 PPI – Keap1-Nrf2 (human) interaction inhibition; Q14145; Keap1 Kelch-Nrf2 peptide fluorescence polarization, 1536-well; inhibition, % at 9.4 µM; hit rate 0.15% among 340,000; in the data active means inhibition above about 12%;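 further: human Keap1 Kelch domain with fluorescein labeled Nrf2 9mer peptide probe; 0% = neutral control wells and 100% = peptide positive control; higher means more block of Keap1 binding to Nrf2 peptide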
CAL PDZ FP-2 – CAL PDZ (human) peptide binding inhibition | Q9HD26 | purified CAL PDZ, TMR-peptide fluorescence polarization, 1 h | inhibition, % at 24.9 µM | hit rate 0.92% among 300,000 | AID 602252;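 active means mean inhibition of at least 30% with at least half of replicates also reaching 30%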;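 further: 0% = DMSO neutral control and 100% = excess unlabeled competitor peptide PRC23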
DAGLB inh – blocks human DAGLB lipase activity; Q8NCG7; HEK293T DAGLB membrane lysate, EnzChek fluorogenic substrate; inhibition, % at 5.17 µM; hit rate 0.059% among 340,000; AID 504411; in the data active means inhibition above about 34%;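 further: 0% = enzyme with vehicle and 100% = wells lacking enzyme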
RTF Ca sens act – cardiac RTF calcium sensitization; IANBD-labeled TnC RTF fluorescence at EC20 calcium; 0% EC20 calcium, 100% full calcium; P19429+P45379; activation, % at 7.2 µM; hit rate 0.24% among 340,000;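 active means activation above the mean over all tested compounds plus 3 SD, cut at about 30% in these data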;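 further: rise in fluorescence read as greater calcium sensitivity of cardiac thin filaments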
LANA DNA inh – inhibitors of KSHV LANA C-terminal domain DNA binding; MBP-C-LANA/FAM-LBS DNA binding, fluorescence polarization; inhibition, % at 9 µM; hit rate 0.078% among 340,000; AID 504423;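 active means highest replicate inhibition at or above 60% at 9 µM, even if other replicates fall short; inactive means all replicates below 60% inhibition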;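 further: 0% = neutral control wells and 100% = 4 µM acridine orange control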
Rtt109 HAT inh – C. albicans Rtt109 histone acetyltransferase inhibition. purified Rtt109/Vps75, ThioGlo CoA-SH fluorescence, 4 h. Q5AAJ8. inhibition, % at 34.9 µM. hit rate 0.16% among 330,000. AID 540336;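 active means inhibition of at least 50% in every replicate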
Target sequence (Q5AAJ8 whole entry, looked up): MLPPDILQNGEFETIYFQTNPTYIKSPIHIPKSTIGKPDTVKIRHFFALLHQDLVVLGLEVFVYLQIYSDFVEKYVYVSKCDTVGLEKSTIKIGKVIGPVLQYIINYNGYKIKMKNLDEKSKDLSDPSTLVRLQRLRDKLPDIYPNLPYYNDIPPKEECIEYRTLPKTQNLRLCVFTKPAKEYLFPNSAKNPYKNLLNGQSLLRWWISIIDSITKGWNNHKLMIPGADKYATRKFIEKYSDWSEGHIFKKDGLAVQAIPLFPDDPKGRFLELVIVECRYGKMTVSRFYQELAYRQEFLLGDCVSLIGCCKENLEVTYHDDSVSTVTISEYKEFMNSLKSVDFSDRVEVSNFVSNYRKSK
Numbers without * were called inactive; nt = no result given.

SMILES	PKA-R2B activ	SR-BI uptake up	Cardiac RTF inh	CAL PDZ FP-1	Keap1-Nrf2 PPI	CAL PDZ FP-2	DAGLB inh	RTF Ca sens act	LANA DNA inh	Rtt109 HAT inh
Cc1cc(N)n2nc(C(F)(F)F)nc2n1	-12	33	-19	-1.9	1	1	-2	-3	-0.8	nt
COc1cccc(-c2cc3nc4c(c(N5CCC6(CC5)OCCO6)n3n2)CCCC4)c1	-3	-66	0	-2.5	-5	-3	-10	-5	-2.1	-4
O=C(CCC(=O)Nc1nnc(C2CCCCC2)s1)NCC1CCCO1 (stereo not given)	-1	-28	-2	-0.9	4	-2	2	3	0.8	3
CC(=O)c1ccc(OCCCC(=O)Nc2cccc(S(=O)(=O)N3CCCCCC3)c2)cc1	-7	-53	-3	-1.9	-6	0	0	14	5.1	3
COc1ccc(OC)c(S(=O)(=O)n2ccnc2C)c1	1	24	-7	0.8	1	1	1	-1	0.2	1
Cc1ccc(N/C=C(\[N+](=O)[O-])S(=O)(=O)c2ccccc2)cc1	3	19	-7	nt	5	-3	-2	1	-0.1	-4
COc1ccc(-c2nc(-c3ccccn3)no2)cc1	-10	-10	3	-2.9	2	-6	0	0	0.9	-4
COc1cc(OC)c(NC(=O)CC(C)=O)cc1Cl	11	-22	-6	0.5	3	1	1	-1	-0.9	-6
O=C(O)CN1C(=O)/C(=C\c2cccc(OC(=O)c3ccco3)c2)SC1=S	8	6	2	-0.3	-4	-1	5	-4	-0.3	4
CCOc1ccccc1NC(=O)Cn1c(=O)c2ccccc2n(CC)c1=O	2	-13	-1	-1.6	3	nt	3	-3	0.4	-6
CCCC(O)(CCC)C(=O)NN(C(=O)CCl)c1ccccc1	2	24	-3	-1.6	-3	-2	-1	-1	0.2	nt
CCOc1ccc2nc(NC(=O)Cn3cnc4c3c(=O)n(C)c(=O)n4C)sc2c1	-1	11	-4	-0.5	-1	nt	0	3	0.0	5
Cc1ccc(-n2c(C)cc(C(=O)CN3CCCCC3)c2C)cc1	4	-3	-20	-3.0	-7	-2	-2	1	0.3	1
CCOc1cccc(C2/C(=C(/O)c3ccc4c(c3)CC(C)O4)C(=O)C(=O)N2Cc2cccnc2)c1 (stereo not given)	2	-8	-10	-0.5	0	-5	4	3	-0.7	1
Cc1ccccc1NC(=S)N1CCN(Cc2ccccc2)CC1	-6	22	-19	0.6	0	-7	0	-5	3.2	-12
CCCc1nn(C)c(C(=O)Nc2cccc(Cl)c2)c1Cl	0	-36	4	-0.7	-4	0	-12	-1	0.6	-3
CC(C)[C@H](NC(=O)c1ccccc1)C(=O)NC1CCCCCCC1	0	-1	-7	-1.1	-8	-8	1	-6	2.0	5
O=C(c1cc(-c2ccncc2)nc2ccccc12)N1CCOCC1	5	-2	-21	1.0	0	5	-1	-6	-3.7	-7
CCCCN(Cc1cc2cccc(C)c2[nH]c1=O)S(C)(=O)=O	7	-4	0	0.9	-1	-4	-3	5	2.5	7
Cc1ccc(OCC(=O)NNC(=O)Cc2ccc(S(=O)(=O)N3CCOCC3)s2)cc1	0	-8	4	-0.1	0	0	4	5	-5.2	-6

Given in markdown: two of the compounds above.
| structure | PKA-R2B activ | SR-BI uptake up | Cardiac RTF inh | CAL PDZ FP-1 | Keap1-Nrf2 PPI | CAL PDZ FP-2 | DAGLB inh | RTF Ca sens act | LANA DNA inh | Rtt109 HAT inh |
| --- | --- | --- | --- | --- | --- | --- | --- | --- | --- | --- |
| Cc1ccccc1NC(=S)N1CCN(Cc2ccccc2)CC1 | -6 | 22 | -19 | 0.6 | 0 | -7 | 0 | -5 | 3.2 | -12 |
| CCCc1nn(C)c(C(=O)Nc2cccc(Cl)c2)c1Cl | 0 | -36 | 4 | -0.7 | -4 | 0 | -12 | -1 | 0.6 | -3 |

(further entries)
SMILES	PKA-R2B activ	SR-BI uptake up	Cardiac RTF inh	CAL PDZ FP-1	Keap1-Nrf2 PPI	CAL PDZ FP-2	DAGLB inh	RTF Ca sens act	LANA DNA inh	Rtt109 HAT inh
COC(=O)C1=CN(C2CC2)C=C(C(=O)OC)C1c1ccccc1OC	-12	9	-4	0.2	-3	-3	-2	4	-0.4	nt
CCOc1cccc(CN2CCC(n3nccc3NC(=O)CCCc3ccccc3)CC2)c1	-3	-37	3	-1.4	1	-3	0	-3	-0.3	13
O=C(NCc1ccc2c(c1)OCO2)Nc1cccc(Cl)c1	1	-7	-6	-0.8	1	-5	-5	9	0.8	-5
C=C(Br)CN1CCN(CC(=C)Br)CC1	-5	33	-2	0.6	2	0	-2	0	1.5	4
O=C(OCC(=O)N1CCOCC1)c1cc(S(=O)(=O)N2CCOCC2)c(Cl)cc1Cl	6	-1	-8	-0.4	3	6	-8	-8	0.5	14
C=CCN(C(=O)CN1CCCCC1)c1nc(-c2ccccc2)cs1	-5	nt	10	-2.6	-1	-6	-9	-5	0.0	7
CC(C)OC(=O)Cn1c(-c2ccccc2)c(-c2ccccc2)nnc1=O	-9	17	-7	0.0	0	-5	1	-1	3.7	6
Cc1ccc(-n2ncc3c(=O)[nH]c(SCC(=O)N4CCCCC4)nc32)cc1	-11	4	-5	-1.5	1	nt	-1	3	0.7	-10
CCN1C(=O)C(O)(CC(=O)C(C)(C)C)c2cc(Br)ccc21 (stereo not given)	3	26	-4	-1.3	-1	6	-1	4	-1.1	2
COC(=O)C1(C)NC(c2ccc(O)cc2)C2C(=O)N(c3ccc4c(c3)OCCO4)C(=O)C21 (stereo not given)	15	6	-4	0.6	-2	-4	2	-1	-1.5	0

Taken from above:
Value of CCN1C(=O)C(O)(CC(=O)C(C)(C)C)c2cc(Br)ccc21 (stereo not given) under RTF Ca sens act: 4
Value of Cc1ccccc1NC(=S)N1CCN(Cc2ccccc2)CC1 under Keap1-Nrf2 PPI: 0
Value of CC(=O)c1ccc(OCCCC(=O)Nc2cccc(S(=O)(=O)N3CCCCCC3)c2)cc1 under LANA DNA inh: 5.1
Value of Cc1ccc(N/C=C(\[N+](=O)[O-])S(=O)(=O)c2ccccc2)cc1 under DAGLB inh: -2
Value of CC(C)[C@H](NC(=O)c1ccccc1)C(=O)NC1CCCCCCC1 under PKA-R2B activ: 0
Value of COc1ccc(OC)c(S(=O)(=O)n2ccnc2C)c1 under PKA-R2B activ: 1
Value of Cc1ccc(-n2c(C)cc(C(=O)CN3CCCCC3)c2C)cc1 under PKA-R2B activ: 4

The listing picks up; the three compounds before the break are reprinted first.
SMILES	PKA-R2B activ	SR-BI uptake up	Cardiac RTF inh	CAL PDZ FP-1	Keap1-Nrf2 PPI	CAL PDZ FP-2	DAGLB inh	RTF Ca sens act	LANA DNA inh	Rtt109 HAT inh
Cc1ccc(-n2ncc3c(=O)[nH]c(SCC(=O)N4CCCCC4)nc32)cc1	-11	4	-5	-1.5	1	nt	-1	3	0.7	-10
CCN1C(=O)C(O)(CC(=O)C(C)(C)C)c2cc(Br)ccc21 (stereo not given)	3	26	-4	-1.3	-1	6	-1	4	-1.1	2
COC(=O)C1(C)NC(c2ccc(O)cc2)C2C(=O)N(c3ccc4c(c3)OCCO4)C(=O)C21 (stereo not given)	15	6	-4	0.6	-2	-4	2	-1	-1.5	0
CCc1nc(-c2ccc(C)nc2OC)no1	-9	8	-23	0.2	-3	-4	3	2	1.5	-1
COc1ccccc1/C=N/Nc1cc(N(C)C)nc(N(C)C)n1	-14	-31	-15	-0.3	-12	8	-3	-1	0.2	nt
O=C(CCN1CCc2ccccc2C1)Nc1ccc(F)c(F)c1	6	-15	-2	-1.3	1	-12	0	0	-3.1	-11
COc1ccc(CC(=O)Nc2cccc(-c3ccc4nnc(C)n4n3)c2)cc1	10	nt	-11	-10	-3	-1	-3	-1	-1.7	4
Cc1ccc(C(C)(C)C)c(OCCCn2ccnc2)c1	0	-35	10	-0.4	0	-6	-1	-2	-0.1	11
Cc1cc([N+](=O)[O-])cc(/C=N\NC(=O)C2COc3ccccc3O2)c1O (stereo not given)	-9	nt	-5	-0.6	-6	-4	7	4	-0.4	-6
Cn1c2ccccc2c2cnn(CC(=O)N3CCCCC3)c(=O)c21	-10	nt	-24	-2.0	2	-8	-5	-3	0.3	2
N#CC1CCCc2c1[nH]c1ccc([N+](=O)[O-])cc21 (stereo not given)	nt	-13	nt	-1.1	-2	nt	nt	nt	0.0	5
COc1ccc(NC2CC(=O)N(c3cc([N+](=O)[O-])ccc3C)C2=O)cc1 (stereo not given)	-1	6	-5	-0.8	3	2	-1	0	-0.5	16
COc1ccc(NC(=O)CSc2nnc(-c3cccnc3)o2)c(OC)c1	-3	-1	0	-2.1	0	-7	-3	-8	-0.6	30
COc1ccc(C(=S)N2CCCCC2)cc1Br	-6	12	-6	0.5	-2	-6	-5	-2	-0.4	1
CN(Cc1ccc(Cl)cc1)C(=O)c1ccc(S(=O)(=O)NCc2ccco2)cc1	8	-9	2	-0.9	-6	-4	0	-2	-2.8	1
C/C(=N\NS(=O)(=O)c1cccc([N+](=O)[O-])c1)c1cc2ccccc2o1	-4	16	-4	0.3	-3	-3	2	3	0.2	28
CCOC(=O)c1c(NC(=O)CSc2nnc(CNC(=O)c3ccco3)n2C)sc2c1CCC2	-9	-36	3	-3.3	-1	-3	-1	5	0.5	-11
CCC(Oc1ccccc1)C(=O)OCC(=O)N(CC)c1c(N)n(Cc2ccccc2)c(=O)[nH]c1=O (stereo not given)	-11	25	1	-1.9	2	2	-2	-2	-1.2	-1
CC1CC(C)CN(S(=O)(=O)c2ccc(NC(=O)C3CSC4(C)CCC(=O)N34)cc2)C1 (stereo not given)	-1	-1	7	4.1	-7	3	0	-10	1.3	6
CCCC(C(=O)NCc1ccccc1)N(C(=O)Cn1nnc(-c2cccs2)n1)c1ccc2c(c1)OCCO2 (stereo not given)	-2	27	3	nt	0	-2	1	1	0.0	25
O=C(Nc1ccc(S(=O)(=O)N2CCCC2)cc1)Nc1ccc(F)cc1F	-8	4	2	-3.6	4	0	-4	2	0.7	30
COc1ccc(CNC(=O)CS(=O)Cc2nc(-c3ccc(OC)c(OC)c3)oc2C)cc1 (stereo not given)	0	-36	0	-0.8	1	nt	-1	-3	-1.6	17
Cc1nc2c(C)cccc2cc1C(=O)N/N=C/c1ccc(O)cc1	-4	-29	-3	-1.9	0	-2	-4	2	-2.5	2
O=C(O)c1ccc(-n2c(-c3ccccc3)n[nH]c2=S)cc1	-7	20	-1	-0.7	3	-1	3	3	-0.6	-8
